High-throughput results as filed in PubChem.
INS-1E GSIS act = GLuc luminescence reporter in INS-1E cells, primary screen for activators of glucose-dependent secretion of insulin; INS-1E GLuc reporter insulin secretion, 2-3 h; activation, % at 16.6 µM; 0.61% of 370,000 active;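 active = lowest replicate activation of at least 40%, so every replicate reaches that level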;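 also: 0% = median of neutral control wells and 100% = median of IBMX positive control wells; some compounds called inactive have numbers as strong as hits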
RAD52 anneal inh = blocks human RAD52 DNA annealing; recombinant RAD52 DNA annealing, FRET fluorescence; 0.46% of 360,000 active; inhibition, % at 18.7 µM;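 active = every replicate showing at least 50% inhibition; inconclusive = mean inhibition at least 50% but not in every replicate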
Target sequence (P43351 whole entry, looked up): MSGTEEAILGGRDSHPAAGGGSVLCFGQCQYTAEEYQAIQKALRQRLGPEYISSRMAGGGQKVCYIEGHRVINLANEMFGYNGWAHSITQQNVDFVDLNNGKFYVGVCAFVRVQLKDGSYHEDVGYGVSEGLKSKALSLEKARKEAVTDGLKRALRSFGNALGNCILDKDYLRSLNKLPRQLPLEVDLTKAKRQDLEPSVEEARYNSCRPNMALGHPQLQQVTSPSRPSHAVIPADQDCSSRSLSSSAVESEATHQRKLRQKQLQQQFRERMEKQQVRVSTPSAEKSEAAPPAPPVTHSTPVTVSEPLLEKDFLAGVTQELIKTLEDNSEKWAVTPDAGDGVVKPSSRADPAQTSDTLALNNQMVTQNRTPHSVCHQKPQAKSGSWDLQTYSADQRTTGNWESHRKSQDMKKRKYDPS
DENV2 CPE = protects cells from dengue virus 2 cytopathic effect; DENV2-infected cells, cytopathic effect rescue, plate reader; CPE inhibition, % at 9.99 µM; 1.7% of 350,000 active; AID 651640; in the data active = CPE inhibition above about 20%, passing the limit was not always enough; inconclusive = no clear call, values can overlap the other calls; tested in BHK-21 cells;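 also: 0% = median of neutral control wells and 100% = median of positive control wells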
Xi reactivation = X-chromosome reactivation activator; activation, % at 7.58 µM; 0.055% of 360,000 active; XiGFP mouse fibroblasts, % GFP-positive cells imaging, 3 d; cells co-treated with 5-aza-dC sensitizer; scaled so ellipticine positive control = 100%;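 active = mean normalized replicate activation at least 10% and every replicate at or above 10%; inconclusive = only one of the two criteria met; inactive = mean below 10% and not all replicates reach 10%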;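 also: 0% = median of on-plate neutral control wells and 100% = ellipticine 6 µM median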
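System: SV40-immortalized XiGFP fibroblast cells, line 68-5-11 / Incubation: 3-day compound exposure, then 15 min fixation at room temperature / Compound: single concentration per compound, delivered by pin transfer / Buffer or medium: DMEM plus 5-aza-dC sensitizer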
RAD54 inh = inhibitors of human RAD54 branch migration; RAD54 Holliday junction branch migration, FAM/BHQ fluorescence; inhibition, % at 10.4 µM; 0.14% of 360,000 active; AID 602329;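 active = mean normalized replicate activity at least 40 and at least half of replicates scoring 40 or more; inconclusive = only one of the two criteria met; inactive = mean below 40 and under half of replicates reaching 40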;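 also: 0% = median of neutral control wells and 100% = median of positive control wells; inhibitors cause a drop in the FAM fluorescence signal; in these data hits start at about 50%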
Casp6 inh = inhibitors of human caspase-6; purified caspase-6, Z-VEID-R110 cleavage fluorescence; inhibition, % at 12.5 µM; 0.53% of 350,000 active;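 active = mean inhibition across replicates at least about 35%, with every replicate also reaching that limit, limit read from the data; inconclusive = only one of the two criteria met; inactive = neither criterion met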;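 also: 0% = median of neutral control wells and 100% = no fluorescence left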
CFTR F508del cor = correctors of CFTR F508del function in bronchial epithelial cells; 0.36% of 350,000 active; CFBE cells, YFP halide quenching; stimulated with forskolin plus potentiator P3; % fluorescence drop versus neutral controls; activity (quench increase), % at 7.58 µM;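 active = mean added fluorescence quench of at least 8% versus neutral control, with both replicates also reaching 8%; inconclusive = only one of the mean or replicate conditions met; inactive = mean below 8% and not both replicates reaching 8%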;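 also: cells transiently co-express mutant CFTR-F508del with the halide-sensitive YFP; corrector assay measuring rescue of mutant channel to the surface after 24 h compound exposure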
E-selectin induc = E-selectin induction on HUVECs; P16581; HUVEC E-selectin immunofluorescence imaging; normalized: neutral wells 0, TNF-alpha wells 100; activation, % at 7.58 µM; 0.37% of 260,000 active; AID 686992;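 active = mean E-selectin-positive cell signal at least 10% of the positive control, reached in at least 60% of replicates, without over 20% cell loss; inconclusive = no rule given, readout overlaps actives, possibly toxicity-flagged; inactive = the rest, including those meeting only one limit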;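 also: in these data hits start at about 27%; measured in HUVEC primary endothelial cells; signal is the percent of cells scored E-selectin positive by PE staining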
Target sequence (P16581 whole entry, looked up): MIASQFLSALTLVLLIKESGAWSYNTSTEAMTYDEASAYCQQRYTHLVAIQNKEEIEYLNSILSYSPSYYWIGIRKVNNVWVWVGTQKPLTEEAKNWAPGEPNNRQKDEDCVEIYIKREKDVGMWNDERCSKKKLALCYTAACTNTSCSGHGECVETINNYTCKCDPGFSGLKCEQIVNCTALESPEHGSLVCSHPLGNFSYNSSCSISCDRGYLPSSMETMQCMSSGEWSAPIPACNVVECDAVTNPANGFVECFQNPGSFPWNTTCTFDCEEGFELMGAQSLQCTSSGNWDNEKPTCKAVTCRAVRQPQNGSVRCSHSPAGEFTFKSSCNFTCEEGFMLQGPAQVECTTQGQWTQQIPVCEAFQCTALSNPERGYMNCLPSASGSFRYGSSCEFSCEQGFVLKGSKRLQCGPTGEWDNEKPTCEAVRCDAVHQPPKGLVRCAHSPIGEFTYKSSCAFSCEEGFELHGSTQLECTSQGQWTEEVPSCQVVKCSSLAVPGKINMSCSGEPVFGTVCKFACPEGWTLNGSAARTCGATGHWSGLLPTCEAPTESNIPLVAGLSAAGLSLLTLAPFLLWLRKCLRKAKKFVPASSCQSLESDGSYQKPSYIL
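Test system: HUVEC; input: 3,000 HUVEC/well; measured by: immunofluorescence imaging; read-out: % PE-positive cells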
Numbers without * were called inactive; ? = inconclusive; nt = not tested or not shown; & = joins results of further samples. The order is random (roughly 3.7% active in at least one column).

SMILES | INS-1E GSIS act | RAD52 anneal inh | DENV2 CPE | Xi reactivation | RAD54 inh | Casp6 inh | CFTR F508del cor | E-selectin induc
O=C(NCC1CCCO1)c1cc(-c2ccccc2F)no1 (centres undefined) | -7 | 8 | 0 | 0.0 | 1 | -2 | -2.7 | 0.8
Cc1cccc(NC(=O)CNC(=O)[C@H]2O[C@@H](n3cnc4c(N)ncnc43)[C@H](O)[C@@H]2O)c1C | 9 | 0 | -6 | 0.6 | -11 | 1 | 6.7 | 0.3
CCCN(C)C[C@H]1Oc2ncc(C#CC3CC3)cc2C(=O)N([C@@H](C)CO)C[C@@H]1C | 4 | nt | nt | 0.1 | nt | nt | 1.0 | 0.0
C[C@H](CO)N1C[C@H](C)[C@H](CN(C)Cc2ccccc2)Oc2ncc(C#CCN(C)C)cc2C1=O | 22 | 1&0 | 9&13 | -0.2 | -12&-8 | 1&0 | -1.6&-2.0 | 0.2
CCCCNC(=O)N1CCN(c2ncccn2)CC1 | 8 | -5 | -2 | 0.0 | nt | 1 | 2.4 | nt
O=C(CCc1nnc2ccc(N3CCC4(CC3)OCCO4)nn12)NCc1ccc(F)cc1 | -6 | -13 | -4 | 0.0 | 3 | 2 | -3.0 | 0.0
COc1cccc(NC(=O)N(C)C[C@@H]2OCc3ccccc3-c3ccccc3C(=O)N([C@H](C)CO)C[C@@H]2C)c1 | 2 | -6 | 7 | 1.3 | 6 | -1 | 1.0 | -3.7
COCc1nc2c([nH]1)c(=O)n(C)c(=O)n2CC(C)C | 1 | 0 | 5 | 0.1 | 2 | -3 | -2.9 | -2.3
CC=Cc1ccc2n(c1=O)C[C@@H]1[C@@H](CO)[C@H](C(=O)N3CCc4ccccc4C3)N(C)[C@H]21 (mixture of isomers) | 21 | -14 | 7 | 2.9 | nt | 0 | -1.8 | -0.5
COCOc1cccc(CN2CCC2(C)C(=O)Nc2ccc(OC)c(OC)c2)c1 (centres undefined) | nt | 7 | 3 | 0.1 | -7 | 1 | 3.0 | 1.0
C[C@@H]1CN([C@H](C)CO)C(=O)c2cc(NC(=O)CCN3CCOCC3)ccc2O[C@@H]1CN(C)S(=O)(=O)c1ccccc1 | -3 | -6 | 4 | 0.0 | -2 | 3 | -2.4 | 0.2
O=C1c2ccccc2C(Nc2ccc(S(=O)(=O)N3CCOCC3)cc2)N1c1cccnc1 (centres undefined) | nt | -7 | 18 | -0.2 | 6 | 0 | -0.3 | 0.1
Cc1cc(-c2nc3cccnc3s2)ccc1NS(=O)(=O)c1ccc2c(c1)OCCO2 | 10 | -16 | -2 | 0.4 | 3 | -3 | 0.9 | 0.3
CO[C@@H]1CN(C)C(=O)c2cc(NC(=O)C3CCOCC3)ccc2OC[C@H](C)N(Cc2cccnc2)C[C@H]1C | 3 | -1 | -3 | 0.3 | -3 | -2 | -2.7 | 0.2
C[C@H](CO)N1C[C@H](C)[C@H](CN(C)C(=O)Nc2ccc3c(c2)OCO3)Oc2ncc(-c3cc4ccccc4o3)cc2C1=O | -25 | -12 | 0 | -1.2 | 5 | 3 | 1.7 | 1.3
Cc1c(NC(=O)C(C)OC(=O)c2ccc(Cl)nc2)c(=O)n(-c2ccccc2)n1C (centres undefined) | 4 | nt | nt | 0.0 | -11 | nt | nt | -0.1
Cc1ccc(-c2ccccc2[C@@H]2[C@H](C#N)N(S(C)(=O)=O)[C@H]2CO)cc1 | -12 | -8 | 8 | ? | nt | 1 | 4.6 | -0.1
Cc1noc(C)c1NC(=O)Nc1cccc2c1O[C@@H](CN(C)C(=O)NC(C)C)[C@@H](C)CN([C@@H](C)CO)C2=O | 1 | -5 | -3 | -0.3 | 4 | 0 | -2.8 | -0.1
COc1ccc(/C=C2/N=C(SCC(=O)Nc3cc(C)on3)N(c3ccccc3)C2=O)cc1 | 10 | 1 | -8 | 0.0 | 1 | -1 | 0.9 | nt
O=C(C[C@H]1CC[C@@H]2[C@H](COC[C@H](O)CN2Cc2cccc(C(F)(F)F)c2)O1)NCc1ccc(Cl)cc1 | -13 | 4 | 1 | 0.0 | 0 | 4 | 0.7 | 0.0
c1nnc(-c2ccc3c(c2)OCO3)o1 | 0 | -14 | -2 | 0.2 | nt | 0 | -0.7 | nt
C[C@@H]1CN([C@H](C)CO)C(=O)c2cc(NC(=O)C3CC3)ccc2O[C@H]1CN(C)C(=O)Nc1ccccc1 | 18 | 1 | -2 | -0.3 | 3 | -1 | -1.5 | -3.0
O=C(O)CCC(=O)Nc1nc2ccc([N+](=O)[O-])cc2s1 | -10 | 4 | -7 | 0.1 | nt | -1 | 2.9 | nt
CCCCN(C)CCNC(=O)CSCc1ccc(C)cc1 | 32 | -7 | 1 | 0.0 | -1 | -15 | -0.7 | 1.0
COc1ccc(C(C(=O)NC(C)(C)C)N(CCC(C)C)C(=O)CCC(=O)Nc2cc(C)on2)cc1 (centres undefined) | -14 | -8 | 17 | 0.1 | -8 | 3 | 2.8 | 0.0
O=C(C[C@@H]1CC[C@H](NS(=O)(=O)c2ccccc2F)[C@H](CO)O1)NCCCN1CCOCC1 | 8 | -16 | -1 | 0.4 | -4 | -4 | 0.7 | 0.0
O=C1NC(N2CCOCC2)=N/C1=C/c1ccc2c(c1)OCO2 | 0 | -21 | -1 | 0.0 | -1 | 2 | 0.9 | 1.9
COc1cccc(C(=O)NCCC(=O)NCc2cc(=O)n(C)c(=O)n2C)c1 | 8 | -5 | 10 | 0.1 | 0 | -2 | 0.0 | nt
CCOC(=O)/C(=N\Nc1ccccc1[N+](=O)[O-])c1csc(Nc2ccccc2)n1 | -6 | -8 | -4 | 0.0 | 2 | -1 | 0.4 | 0.3
Cc1cc(C(=O)Nc2ccccc2C(=O)O)ccc1NC(=O)COc1cccc([N+](=O)[O-])c1 | 8 | -7 | 7 | 0.0 | 3 | -2 | 0.9 | nt
Cc1cccc(OCC(=O)N2CCCc3ccccc32)c1 | 11 | -13 | -4 | -0.1 | nt | 0 | 3.3 | nt
O=C(NCc1ccco1)c1[nH]c(C(F)(F)F)nc1-c1ccccc1 | 3 | -4 | ? | 0.1 | -1 | 0 | 2.6 | 0.0
CCOc1ccc(NCc2cccn2-c2nnc(N3CCC(C(=O)NCCCN4CCCCC4CC)CC3)s2)cc1 (centres undefined) | 11 | 33 | 1 | 0.2 | 25 | -88 | -1.6 | nt
COc1ccccc1C(=O)Nn1c(-c2cccs2)nc2ccccc2c1=O | -1 | -7 | 12 | -0.2 | nt | -3 | 3.6 | nt
S=c1[nH]nc(-c2ccc3c(c2)OCO3)n1-c1ccccc1 | 36 | nt | nt | 0.3 | 14 | nt | nt | 4.7
COc1cccc(-c2n[nH]nc2C2=CC(=O)CC(C)(C)C2)c1 | 24 | -4 | 4 | -0.2 | -2 | -2 | 2.8 | 0.1
O=C(C[C@@H]1CC[C@H](NC(=O)Cc2cccnc2)[C@@H](CO)O1)Nc1ccccc1 | 14 | 6 | 44* | 0.5 | nt | -2 | -1.3 | -0.4
C/C(=C\c1ccccc1)C(=O)c1c(C)cc(C)[nH]c1=O | 1 | -8 | -1 | 0.0 | nt | -1 | nt | 0.2
C[C@@H]1CN([C@H](C)CO)S(=O)(=O)c2ccc(C#CCN(C)C)cc2O[C@H]1CN(C)C(=O)CN(C)C | 12 | -3 | -3 | 0.1 | -2 | 2 | 1.0 | 0.5
COc1ccc(NC(=O)c2ccc(-c3c(C)noc3C)c3ccoc23)cn1 | -21 | -33 | 12 | 0.3 | 14 | 3 | 3.4 | -0.5
Cc1cc(OCCCC(=O)NCCN2C(=O)S/C(=C\c3cccnc3)C2=O)ccc1Cl | -10 | -12 | 1 | 0.2 | nt | 0 | 0.0 | nt
CO[C@@H]1CN(C)C(=O)c2ccc(NC(C)=O)cc2OC[C@@H](C)N(Cc2cccnc2)C[C@@H]1C | -2 | nt | nt | -0.1 | nt | nt | 0.8 | -0.2
C[C@@H]1CCCCO[C@@H](CN(C)C(=O)Nc2ccc(C(F)(F)F)cc2)[C@H](C)CN([C@@H](C)CO)C(=O)c2cc(NC(=O)Nc3cccc4ccccc34)ccc2O1 | -12 | -17 | nt | 0.0 | -2 | -1 | -0.3 | -0.3
COc1cccc(S(=O)(=O)N[C@@H]2CC[C@H](CC(=O)NC3CCC3)O[C@@H]2CO)c1 | 2 | 11 | 2 | 0.1 | -5 | -8 | -2.4 | -0.1
CC(C)NC(=O)C1CCN(Cc2cccc(OCc3ccccc3)c2)CC1 | -6 | -8 | -11 | 0.1 | 19 | 3 | -4.1 | 0.4
CCCCCNC(=O)C1CCC(Cn2c(=S)[nH]c3ccccc3c2=O)CC1 (centres undefined) | -5 | -27 | -2 | 0.3 | -7 | 1 | -1.5 | nt
Cc1ccc(-n2c(-c3cnccn3)n[nH]c2=S)cc1 | nt | 5 | -6 | 0.1 | nt | 1 | 1.2 | nt
C[C@@H]1CN([C@H](C)CO)C(=O)c2cc(NC(=O)Cc3cn(C)c4ccccc34)ccc2O[C@H]1CN(C)Cc1ccc(Cl)c(Cl)c1 | -1 | 7 | 0 | -1.4 | 5 | 2 | 0.8 | 51*
CCCC(=O)Nc1ccc(Cl)c(NC(=S)NC(=O)c2cc3ccccc3o2)c1 | -5 | -16 | -9 | 0.0 | 4 | 10 | 6.3 | nt
COc1cc(CCC(=O)NNC(=O)c2ccc(C)cc2)cc(OC)c1OC | 14 | -4 | 6 | -0.1 | -3 | -3 | 0.2 | -0.2
CN(C)C(=O)C[C@@H]1CC[C@H](NC(=O)c2ccc(F)cc2)[C@@H](CO)O1 | 6 | 3 | 16 | 0.0 | -6 | -2 | -1.0 | 0.0
Cc1ccsc1C(=O)NCC(C)(C)N1CCOCC1 | 1 | -13 | 14 | 0.2 | 3 | 0 | 2.9 | 0.4
CN(N)c1nc(-c2ccccc2)cc(-c2ccccc2)n1 | 63 | -18 | 1 | 0.0 | 11 | -8 | 1.7 | -0.3
CNc1nc2ccccc2n1CC(=O)c1ccccc1 | 6 | -14 | 11 | 0.2 | 2 | -2 | -1.3 | nt
O=C(O)C1=C[C@H](C2CC2)C[C@H](OCCCCO)O1 | 16 | -2 | ? | 0.2 | -8 | -1 | 1.3 | -0.1
C[C@@H]1CN([C@@H](C)CO)C(=O)Cc2cc(NC(=O)C3CC3)ccc2O[C@H]1CN(C)CC1CCCCC1 | 9 | 7 | -6 | -0.9 | 2 | nt | -0.2 | -0.1
O=C(c1ccc(Br)cc1)c1cc2ccc(O)cc2oc1=O | nt | -26 | -2 | 0.3 | -7 | 20 | -2.2 | 46*
CC(C)(C)c1ccc(C(=O)N/N=C/c2ccc(OCCCF)cc2)cc1 | -9 | 1 | -3 | 0.0 | nt | -2 | -2.8 | 3.0
COc1ccc(C2/C(=C(/O)c3ccc(C)cc3)C(=O)C(=O)N2c2ccccn2)cc1OC (centres undefined) | -3 | -10 | -1 | 0.0 | 3 | 1 | -0.5 | 0.0
COc1cccc(C(=O)N2C[C@H]3[C@@H](c4ccccc42)[C@H](CO)N3Cc2ccccc2F)c1 | 3 | 7 | -17 | 0.2 | 0 | -1 | -0.8 | -0.3
O=C(Cc1ccc(Cl)cc1)NCCc1c[nH]c2ccccc12 | -23 | -10 | 19 | 0.0 | 9 | 3 | 0.7 | 0.3
